# DT40 TDP1 CPT = qHTS for Inhibitors of human tyrosyl-DNA phosphodiesterase 1 (TDP1): qHTS in cells in presence of CPT; AID 686979, 2013; chicken DT40 Tdp1-/-;hTDP1 cells + 20 nM CPT, ATP luminescence, 48 h; 420,000 compounds, 12% hits; Potency, µM (titrated, usually from 46.2 µM), for the others: at the highest dose activity change, negative = growth inhibition, usual class: inhibitors; note: nearly all actives have a fitted effect of over 55% in size
#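 Chicken DT40 Tdp1-/- cells stably complemented with human TDP1 were seeded at 400 cells/well in medium containing 20 nM camptothecin, exposed to pin-transferred compounds, and grown at 37 °C for at least 48 hr. Viability was read as ATP luminescence.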
# KAT2A inh = qHTS Assay for Inhibitors of GCN5L2; Histone acetyltransferase KAT2A (Homo sapiens), Q92830; 390,000 compounds, 0.21% hits; Potency, µM (highest dose often 58.9 µM), inactives show top-dose activity change, negative = inhibition, hits mostly inhibitors; GCN5L2 HAT assay, ThioGlo1 CoA-SH fluorescence
# Target sequence (Q92830 whole entry, looked up): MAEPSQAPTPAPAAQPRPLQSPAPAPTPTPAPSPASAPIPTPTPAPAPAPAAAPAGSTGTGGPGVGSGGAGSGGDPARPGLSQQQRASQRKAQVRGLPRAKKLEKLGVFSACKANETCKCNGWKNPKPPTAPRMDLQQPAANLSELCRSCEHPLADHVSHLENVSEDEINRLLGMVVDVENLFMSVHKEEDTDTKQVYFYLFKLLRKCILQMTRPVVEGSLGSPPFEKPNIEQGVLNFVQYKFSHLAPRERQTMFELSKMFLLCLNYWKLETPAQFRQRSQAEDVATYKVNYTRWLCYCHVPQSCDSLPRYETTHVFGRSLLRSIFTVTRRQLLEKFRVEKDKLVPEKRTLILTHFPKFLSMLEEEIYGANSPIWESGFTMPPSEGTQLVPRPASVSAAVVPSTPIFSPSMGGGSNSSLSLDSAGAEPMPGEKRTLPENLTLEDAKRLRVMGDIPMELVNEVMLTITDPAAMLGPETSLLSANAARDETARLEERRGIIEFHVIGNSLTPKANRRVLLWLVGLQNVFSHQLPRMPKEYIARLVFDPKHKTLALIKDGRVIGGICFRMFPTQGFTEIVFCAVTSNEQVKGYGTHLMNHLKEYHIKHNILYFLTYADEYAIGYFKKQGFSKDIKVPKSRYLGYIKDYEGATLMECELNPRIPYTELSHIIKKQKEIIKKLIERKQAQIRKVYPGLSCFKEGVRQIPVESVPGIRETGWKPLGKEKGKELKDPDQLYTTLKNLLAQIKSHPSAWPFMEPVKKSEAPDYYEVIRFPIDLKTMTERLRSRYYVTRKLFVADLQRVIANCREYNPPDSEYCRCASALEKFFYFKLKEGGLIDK
#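 Free CoA generated was detected with ThioGlo1 (50uM) fluorescence at Ex340nm/Em540nm, read immediately and after 20 min at room temperature. Enzyme, 20 nM in HEPES pH 7.5 buffer, saw compounds 15 min before adding 75uM H3(1-25) peptide and 70uM acetyl-CoA.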
# DT40 TDP1 no CPT = qHTS for Inhibitors of human tyrosyl-DNA phosphodiesterase 1 (TDP1): qHTS in cells in absence of CPT. DT40 Tdp1-/- hTDP1 cells, no CPT, ATP luminescence, 48 h. AID 686978, 2013. 420,000 compounds, 15% hits. Potency, µM (highest dose often 46.2 µM), without a hit: top-dose activity change, negative = growth inhibition, usual class: inhibitors; note: nearly all actives have a fitted effect of over 55% in size
#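 Camptothecin absent (DMSO only). Human TDP1-complemented DT40 knockout cells, 400 cells/well, 37 °C for minimum 48 hr; ATP measured via CellTiter-Glo, 30 min dark incubation, luminescence.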
# Starred values were filed as active, the others as inactive; u = inconclusive; x = not tested or not shown; & = joins results of further samples; [ ] = another dose, or the depositor's remark. Calls come from the whole dose curve; as a rule, active = well fitted curve in the direction sought with a large enough effect; inconclusive = small, poorly fitted or top-dose-only effect, or another doubt; inactive = no such curve, though single readings can be large; an effect the other way counts as inactive or inconclusive. % is set by controls: 0 for no effect and ±100 for the full control effect; potency is the fitted concentration of half-maximal effect.
# Each structure is followed by: DT40 TDP1 CPT | KAT2A inh | DT40 TDP1 no CPT
COc1cc(/C=C(\NC(C)=O)C(=O)Nc2ccc(NC(C)=O)cc2)ccc1OC(C)=O
 : 32%[activator] | -4% | -19%
COc1ccc(S(=O)(=O)NCc2ccc(C(=O)N(C)Cc3ccco3)cc2)cc1
 : -27% | -1% | -15%
O=C(CSc1nc2ccc(Nc3nc(N4CCOCC4)nc(N4CCOCC4)n3)cc2s1)NCc1ccco1
 : 26µM* | -7% | 13µM*
CC(=O)N1N=C(c2ccco2)CC1c1ccc(Cl)o1 (stereo not given)
 : -9% | -2% | -6%
CC(C)(CC(=O)O)CC(=O)Nc1ccccc1Oc1ccccc1
 : -6% | -5% | u
Cc1ccc(Sc2ccc(N3CCC(C(=O)Nc4ccc(Cl)cc4)CC3)nn2)cc1
 : 15µM* | -7% | 18µM*
CC(C)CCNC(=O)c1ccc2c(SCC(=O)O)c3c(nc2c1)CCCC3
 : -9% | -1% | -3%
Cc1cccc(C(=O)OCCN2CCOCC2)c1
 : 6% | -4% | -2%
Cc1[nH]c2ccccc2c1Cc1n[nH]c(=S)o1
 : -11% | 0% | 5%
O=C(Cn1nnc(-c2ccc(N3CCOCC3)cc2)n1)OC1CCCCC1
 : -11% | -1% | -15%
COc1ccc(-c2nc3cnc(N4CCOCC4)nc3n(C[C@H]3CCCO3)c2=O)cc1
 : 4% | -5% | 28%
Cc1cccc(N2CCN(c3cccc(C)c3)C2c2cccnc2)c1
 : u | -6% | u
C=CCn1c(O)c(N=Nc2ccccc2[N+](=O)[O-])c2ccccc21
 : u | x | u
Cc1ccc(C(=O)OCC(=O)NC2CCCCC2)s1
 : 25% | -3% | -6%
N#CC(Cc1cc2ccccc2n1S(=O)(=O)c1ccccc1)OCc1ccccc1 (stereo not given)
 : -17% | -4% | -27%
COc1ccc(C(=O)Nc2cc(-c3ccc(C)cc3)no2)cc1
 : -30% | 2% | u
Cc1ccc(/C=N/N=C/c2ccc(C)cc2)cc1
 : u | -3% | -21%
CC(C)c1c(C(=O)NCCN2CCOCC2)cnn1-c1nccc(-c2ccco2)n1
 : 5% | x | -15%
CC(CC(=O)Nc1ccc(Cl)c([N+](=O)[O-])c1)c1ccccc1 (stereo not given)
 : u | -3% | u
CCOc1ccc(N(CC(=O)Nc2ccc(OC)cc2)S(C)(=O)=O)cc1
 : 6% | -1% | 9%
O=c1c2c(-c3ccc(Cl)cc3)csc2nc2n1CCC2
 : -6% | -4% | -20%
Cc1cc(C)c(OCCN2CCCC2)c(Cl)c1
 : -3% | -7% | -23%
Cc1[nH]c2ccccc2c1/C=N/NC(=O)CNC(=O)c1ccc2c(c1)OCCO2
 : -4% | 2% | u
Cc1ccc(-c2nsc(SCC(=O)Nc3ccc4c(c3)OCO4)n2)cc1
 : u | 1% | u
Cc1cc(C)c(NC(=O)Cn2nnc(-c3nc(-c4ccncc4)no3)c2N)c(C)c1
 : 0% | -3% | -4%
Cc1c(Cl)cccc1NC(=S)NNS(=O)(=O)c1ccc([N+](=O)[O-])cc1
 : 5% | -4% | 3%
CCOC(=O)c1noc2nc(C)n(CC(=O)Nc3cccc(OC)c3)c(=O)c12
 : 2% | -2% | 4%
O=C(Cc1ccccc1[N+](=O)[O-])NNC(=O)c1cccs1
 : 5% | -4% | -1%
Cc1nc(N)nc2c1CCCC2
 : 3% | -1% | -1%
COc1cccc(-n2cc(CNC(=O)C3CCC(=O)N(C4CC4)C3)cn2)c1 (stereo not given)
 : 10% | 0% | -4%

# Brought forward from above: 2 compounds, followed by the next part.
# Each structure is followed by: DT40 TDP1 CPT | KAT2A inh | DT40 TDP1 no CPT
Cc1nc(N)nc2c1CCCC2
 : 3% | -1% | -1%
COc1cccc(-n2cc(CNC(=O)C3CCC(=O)N(C4CC4)C3)cn2)c1 (stereo not given)
 : 10% | 0% | -4%
COc1ccc(OC)c(NC(=S)N2CCC(C(O)(c3ccccc3)c3ccccc3)CC2)c1
 : -9% | 24% | u
O=C(NCc1cccnc1)C1CC(=O)N(C2CCCCC2)C1 (stereo not given)
 : -1% | -19% | -1%
O=C(CCN1C(=O)c2ccccc2C1=O)N1CCN(c2ccccc2)CC1
 : 2% | -1% | 1%
COc1ccc(NC(=O)CN(C)C(=O)c2cccc(S(=O)(=O)Nc3ccccc3Cl)c2)cc1
 : -11% | 0% | 5%
CCOCCCNC(=O)C(NC(=O)C1CCC(=O)N1)c1ccc(C)cc1 (stereo not given)
 : -3% | 2% | 9%
Nn1c(Cc2ccccc2F)nnc1SCCOc1ccc(Cl)cc1
 : -24% | -3% | -2%
CNC(=O)C1CCC(Cn2c(=O)c3sccc3n(CC(=O)Nc3ccc(C)c(C)c3)c2=O)CC1 (stereo not given)
 : 9.2µM* | -12% | 9.2µM*
COc1ccc(CNc2ncncc2-c2ccc(N(C)C)cc2)c(OC)c1
 : 18µM* | -19% | u
CCC(C)NS(=O)(=O)c1ccc(S(=O)(=O)Nc2cc3c(cc2C(C)=O)OCO3)cc1 (stereo not given)
 : -30% | -7% | -17%
CC(C#N)(NC(=O)CN1CCN(S(=O)(=O)c2ccccc2Cl)CC1)C1CC1 (stereo not given)
 : -9% | -6% | 11%
CC1(C)CN(C(=S)Nc2ccc(F)cc2F)C1=O
 : 2% | -3% | 15%
Nc1cccnc1Sc1cc(Cl)cc(Cl)c1
 : -28% | 2% | -22%
O=C(CCNC(=O)c1ccc(Br)cc1)NCC1COc2ccccc2O1 (stereo not given)
 : u | -9% | -13%
COc1ccc(CNc2ccc(Br)cc2)cc1
 : u | -12% | 4%
CCCCOc1ccc(S(=O)(=O)Nc2ccc(-c3ccc(N4CCCCC4)nn3)cc2)cc1
 : 15µM* | -2% | 21µM*
CCN(CC)S(=O)(=O)c1ccc(N2CCN(C)CC2)c(NC(=O)Nc2ccc(C)cc2)c1
 : u | -26% | u
CC(C)(C)c1ccccc1NC(=O)Cn1c(=O)cnc2ccccc21
 : 9% | 2% | 2%
COC(=O)C1=CN(c2ccc3c(c2)OCO3)C(N)=C(C#N)C1c1ccccc1 (stereo not given)
 : 5.2µM* | x | 5.8µM*
CSc1nc(N)c2c(C)c(C)sc2n1
 : -1% | 1% | -8%
COc1ccc(C2=CC(c3sccc3C)n3nnnc3N2)cc1 (stereo not given)
 : -30% | 1% | -29%
COc1ccccc1C(=O)OCC(=O)c1ccc(CNC(C)=O)s1
 : 3% | -3% | 7%
CC(C)C[C@@H](COCc1cccc(Cl)c1)N1CCN(C(=O)c2cccc(C(F)(F)F)c2)CCC1=O
 : u | u | 16µM*
O=C(COc1cc(F)ccc1[N+](=O)[O-])Nc1ccc2c(c1)OCO2
 : 4% | 0% | -1%
COc1cc(C)nc(Oc2ccc(=O)n(C)n2)n1
 : -3% | 2% | 6%
CC(=O)NCCNC(=O)C1(C)Cc2c(-c3ccc(NC(C)=O)cc3)ccnc2O1 (stereo not given)
 : -1% | x | u
COc1ccc2c(c1)OC(C)CN(CC(=O)NCc1cn[nH]c1-c1ccc(F)cc1)C2 (stereo not given)
 : -2%[9.04 µM] | x | -19%
O=C(Nc1ccccc1N1CCOCC1)c1ccccc1NS(=O)(=O)c1ccc(F)cc1
 : 0% | -5% | -5%
NC(=O)C1CCN(Cc2nc3ccccc3c(=O)[nH]2)CC1
 : 4% | -5% | -2%
O=C(CCn1cccn1)Nc1ccc(-c2ccno2)cc1
 : 9% | -2% | 7%
CN(CC(=O)Nc1ccncc1)S(=O)(=O)c1ccc(Br)cc1
 : u | 0% | u

# The listing continues.
# Each structure is followed by: DT40 TDP1 CPT | KAT2A inh | DT40 TDP1 no CPT
CC(C)(C)C(=O)C1=C(O)C(=O)N(c2ccccc2)C1c1ccccc1 (stereo not given)
 : u | -7% | -11%
Cc1ccc(-c2c3c(=O)n(C)c(=O)n(C)c3c3c(C(F)(F)F)nc4ccccc4n23)cc1
 : u | -12% | u
CCCc1nnc(NC(=O)Cc2coc3ccc(C)cc23)s1
 : 4% | 7% | 1%
CN1C(=O)[C@H]2[C@@H](c3ccccc3)N[C@]3(CCCN(Cc4ccc(F)cc4)C3=O)[C@H]2C1=O
 : -4% | x | -23%
CCCc1ccc(-c2c(C)sc(NC(=O)c3ccnn3C)c2C#N)cc1
 : 23µM* | -5% | 21µM*
CCc1cccc(C)c1NC(=O)COC(=O)CSCc1ccccc1
 : -3% | -8% | 4%
O=C(Nc1cc(S(=O)(=O)N2CCOCC2)ccc1N1CCOCC1)C1CCCO1 (stereo not given)
 : 2% | -2% | -13%
CC1CCCN(S(=O)(=O)c2ccc3c(c2)C(C)(C)C(=O)N3C)C1 (stereo not given)
 : u | 28µM* | 0%
Cc1ccc(CSCC(=O)Nc2ccccc2F)cc1
 : -20% | -6% | -2%
COC(=O)Nc1ccc2[nH]cc(CCNC(C)=O)c2c1
 : u | 0% | -25%&-3%
Cc1c(OCc2nn[nH]n2)ccc2c(-c3ccccc3)cc(=O)oc12
 : 6% | 0% | -7%
Cc1ccc(C(=O)N/C(=C/c2ccco2)C(=O)N2CCC(C)CC2)cc1
 : -3% | -6% | u
COc1ccc(NC(=O)CCC(=O)N(Cc2ccc(OC)c(OC)c2)c2nccs2)c(OC)c1
 : -18% | -5% | -19%
COc1ccc(/C=C/C(=O)Nc2ccc3nc(N4CCCCC4)cc(C)c3c2)cc1OC
 : 2.9µM* | -17% | 2.6µM*
COc1ccc(CN(C(=O)/C=C/c2ccco2)C2CCS(=O)(=O)C2)cc1 (stereo not given)
 : 1% | -17% | 0%
COC(=O)c1ccccc1NC(=O)c1cnc2sc(N3CCOCC3)nn2c1=O
 : -3% | 1% | -8%
COC(=O)[C@@]12C[C@@H](CC(=O)NCCC(C)C)C(=O)N(Cc3ccco3)C1=CCC(C)(C)C2
 : u | x | u
COc1ccc(CNC(=O)C(C)n2ccc3cc(S(=O)(=O)N4CCCC4)ccc32)cc1OC (stereo not given)
 : 0.29µM* | -2% | 0.58µM*
COc1ccc(S(=O)(=O)Nc2ccc3c(c2)C(=O)N([C@H](C)CO)C[C@H](C)[C@@H](CN(C)S(=O)(=O)c2ccccc2)O3)cc1
 : 21µM* | -4% | u
Cc1cccc(N2C(=O)N(CC(=O)C(C)(C)C)c3ccccc3S2(=O)=O)c1C
 : 15µM* | -11% | 13µM*
Cc1cccc(N=c2oc3cc(O)ccc3cc2C(N)=O)c1
 : u | -1% | 15µM*
CN(C)C1CN(Cc2cn(Cc3ccccc3)nn2)S(=O)(=O)C1 (stereo not given)
 : -12% | x | -19%
Cc1cccc(/C=N/n2c(C)nnc2C)c1
 : -4% | -7% | -21%
CCc1cc(=O)[nH]c(SCCc2ccccc2)n1
 : -4% | 0% | -29%
CNC(=O)C1(C)C=CCN1C(=O)c1ccccc1 (stereo not given)
 : -20% | -1% | 0%
COc1ccccc1CNC(=O)Cn1c(=O)c2cccn2c2cccnc21
 : -21% | -2% | -18%
S=c1nc(-c2cccc(Cl)c2)[nH][nH]1
 : -24% | -17% | -21%
CC12C(=O)N(c3ccccc3C(=O)O)C(=O)C1C1C=CC2C1 (stereo not given)
 : 0% | -6% | 3%
O=S1(=O)CC(N2CCN(c3ccccn3)CC2)CN1C1CCCCC1 (stereo not given)
 : -29% | x | -30%
Cc1cccc(N2C(=O)C3CCCN3C2=S)c1 (stereo not given)
 : -19% | -16% | 30%

# Molecules listed so far that have bromine:
# Each structure is followed by: DT40 TDP1 CPT | KAT2A inh | DT40 TDP1 no CPT
O=C(CCNC(=O)c1ccc(Br)cc1)NCC1COc2ccccc2O1 (stereo not given)
 : u | -9% | -13%
COc1ccc(CNc2ccc(Br)cc2)cc1
 : u | -12% | 4%
CN(CC(=O)Nc1ccncc1)S(=O)(=O)c1ccc(Br)cc1
 : u | 0% | u

# Remaining list, next part
# Each structure is followed by: DT40 TDP1 CPT | KAT2A inh | DT40 TDP1 no CPT
CCOC(=O)c1cnc2c(-c3cccc(Br)c3)cnn2c1C
 : -22% | -3% | -5%
CN(C)CCNC(=S)Nc1ccccc1C(C)(C)C
 : 0% | -4% | -17%
O=c1[nH]n2c(C(F)(F)F)cc(C3CC3)nc2c1N=Nc1ccccc1
 : -5% | -2% | u
Cc1ccc(C)c(C(O)c2ncc(-c3ccc(F)cc3)[nH]2)c1 (stereo not given)
 : 16µM* | x | 15µM*
CC(Cn1nnc2ccccc21)C(=O)O (stereo not given)
 : 12% | -4% | 21%
CCOC(=O)C(C)Oc1ccccc1C1NC(=O)NC(C)=C1C(=O)Nc1ccc(C)c(C)c1 (stereo not given)
 : u | -1% | u
COc1ccccc1NC(=O)c1sc2nc(C)c(C(=O)Nc3ccc(Cl)cc3)c(-c3ccc(Br)cc3)c2c1N
 : u | 1% | 16µM*

# From PubChem BioAssay
